NOD2-RIPK2 inh: inhibitors of human NOD2-RIPK2 interaction; O43353; CHO BLA complementation NOD2-RIPK2, CCF4 ratio; inhibition, % at 4.98 µM; hit rate 0.38% among 360,000; AID 624267; in the data active means inhibition above about 21%;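 further: 0% = vehicle only and 100% = reference blocker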
TWEAK-Fn14 inh: TWEAK-Fn14 signaling inhibition; TWEAK-stimulated Fn14 reporter cells, luciferase luminescence, 8 h; inhibition, % at 10 µM; hit rate 2% among 360,000; AID 1159606; in the data active means inhibition above about 50%
NR2F2 inh: NR2F2 (human) inhibition, primary screen. P24468. HEK293T NGFI-A luciferase reporter, luminescence. inhibition, % at 8.6 µM. hit rate 0.7% among 370,000. AID 686940;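 active means inhibition above a per-plate cutoff, mean inhibition of test wells between control levels plus 3 SD, cut at about 38% in these data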;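 further: cells cotransfected with COUP-TFII expression vector driving the NGFI-A reporter; 0% = median of COUP-TF2 test wells and 100% = reporter-only cells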
Target sequence (P24468 whole entry, looked up): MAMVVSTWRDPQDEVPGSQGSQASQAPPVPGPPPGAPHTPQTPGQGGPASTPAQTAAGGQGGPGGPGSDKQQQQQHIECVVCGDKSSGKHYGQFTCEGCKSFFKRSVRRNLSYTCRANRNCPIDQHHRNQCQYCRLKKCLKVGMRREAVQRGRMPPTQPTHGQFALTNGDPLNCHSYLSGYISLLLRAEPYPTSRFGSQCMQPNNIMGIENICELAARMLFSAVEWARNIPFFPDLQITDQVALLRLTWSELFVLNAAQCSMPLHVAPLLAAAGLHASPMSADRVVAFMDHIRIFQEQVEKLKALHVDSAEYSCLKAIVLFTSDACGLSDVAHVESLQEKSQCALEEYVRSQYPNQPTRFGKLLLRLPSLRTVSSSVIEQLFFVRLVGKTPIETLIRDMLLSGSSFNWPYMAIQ
NCOA1 inh: inhibitors of human steroid receptor coactivator 1 (SRC1); Q15788; HEK293 GAL4-SRC1 luciferase reporter, luminescence; inhibition, % at 3.6 µM; hit rate 0.12% among 360,000;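 active means inhibition above the campaign mean plus 3 SD, with each screening campaign given its own cutoff, cut at about 60% in these data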;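 further: 0% = DMSO treated cells and 100% = gossypol at 36 µM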
SRC2 inh: human SRC2 (NCOA2) inhibition | Q15596 | HEK293 GAL4-SRC2 luciferase reporter, luminescence | inhibition, % at 9 µM | hit rate 0.17% among 370,000 | AID 651957;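 active means inhibition above the mean inhibition of all tested compounds plus 3 SD, set per campaign, cut at about 52% in these data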;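 further: 0% = DMSO treated cells and 100% = cells given Gossypol at 36 µM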
ABHD5 PLIN5 PPI: blocks binding of human ABHD5 to perilipin-5; Q00G26+Q8WTS1; Split G. princeps luciferase complementation, luminescence, 4 h; inhibition, % at 4 µM; hit rate 0.78% among 360,000;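 active means inhibition above the mean inhibition across every tested compound plus 3 SD, cut at about 22% in these data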;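 further: 0% = DMSO only wells and the 100% control is not disclosed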
LRH-1 inv ag: suppresses constitutive activity of human LRH-1 | hit rate 0.13% among 360,000 | HEK293T StAR-luciferase reporter, LRH-1 transfected, 24 h | O00482 | inhibition, % at 3.6 µM;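 active means inhibition above the mean inhibition of all tested compounds plus 3 SD, cut at about 73% in these data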;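 further: 0% = DMSO wells and 100% = reporter-only cells lacking LRH-1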
Target sequence (O00482 whole entry, looked up): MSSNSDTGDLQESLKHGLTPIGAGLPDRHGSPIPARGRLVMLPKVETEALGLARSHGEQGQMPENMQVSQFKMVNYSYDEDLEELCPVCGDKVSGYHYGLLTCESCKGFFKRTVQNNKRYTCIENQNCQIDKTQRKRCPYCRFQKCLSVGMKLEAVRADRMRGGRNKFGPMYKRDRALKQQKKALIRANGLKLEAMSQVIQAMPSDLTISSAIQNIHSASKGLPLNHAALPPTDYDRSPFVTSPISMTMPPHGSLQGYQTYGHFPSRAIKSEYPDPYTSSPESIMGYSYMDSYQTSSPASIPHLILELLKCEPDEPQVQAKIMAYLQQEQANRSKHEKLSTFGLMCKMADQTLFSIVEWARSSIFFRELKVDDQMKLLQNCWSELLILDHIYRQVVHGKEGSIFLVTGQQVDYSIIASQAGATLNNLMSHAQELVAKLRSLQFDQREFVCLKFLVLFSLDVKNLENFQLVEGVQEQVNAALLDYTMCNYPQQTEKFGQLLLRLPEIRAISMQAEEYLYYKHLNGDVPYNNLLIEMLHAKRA
TLR9-MyD88 block: TLR9-MyD88 interaction inhibition; Q9NR96+Q99836; CHO BLA complementation TLR9-MyD88, CCF4 FRET ratio; inhibition, % at 4.98 µM; hit rate 0.21% among 340,000; AID 504734;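 active means inhibition above the mean over all tested compounds plus 3 SD, cut at about 21% in these data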;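 further: 0% = DMSO only wells and 100% = clavulanate BLA inhibitor control wells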
Granule exo inh: blocks lytic granule exocytosis | TALL-104 LAMP-1 surface exposure, flow cytometry; cells stimulated with thapsigargin and PMA | inhibition, % at 10 µM | hit rate 0.66% among 360,000 | AID 651702;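 active means inhibition above about 55%, limit read from the data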
SRC3 inh: inhibitors of human steroid receptor coactivator 3 (SRC3); Q9Y6Q9; HEK293 GAL4-SRC3 luciferase reporter, luminescence; inhibition, % at 3.6 µM; hit rate 0.17% among 360,000; AID 588352;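 active means inhibition above a per-campaign cutoff, the mean of all compounds plus 3 SD, cut at about 60% in these data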;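 further: 0% = DMSO-treated cells and 100% = gossypol-treated cells at 36 µM; higher means less SRC3-driven luciferase light from the GAL4 reporter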
TROY NFkB inh: blocks TROY-dependent signaling in reporter cells | Q293 LMP1-TROYcd NF-kB luciferase reporter, 4 h | inhibition, % at 10 µM | hit rate 0.98% among 360,000;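 active means compounds whose plate-normalised and pattern-corrected inhibition of the luciferase reporter signal at the single screening dose is 50% or more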
* marks the source's active call; other numbers are inactive results; . = not tested or not shown.

The opening seven compounds as a preview:
SMILES	NOD2-RIPK2 inh	TWEAK-Fn14 inh	NR2F2 inh	NCOA1 inh	SRC2 inh	ABHD5 PLIN5 PPI	LRH-1 inv ag	TLR9-MyD88 block	Granule exo inh	SRC3 inh	TROY NFkB inh
Cc1ccc(-c2c(C(=O)N/N=C/c3cccs3)nnn2-c2nonc2N)cc1	-11	-6	.	7	.	-5	9	-4	7	16	-4
COC(=O)C(Cc1ccccc1)NC(=O)CNC(=O)c1ccc(Br)cc1 (stereo not given)	-6	14	7	-10	-16	3	0	-4	6	-17	-23
O=C(c1ccc(CS(=O)Cc2ccc(Cl)cc2)o1)N1CCN(c2ccc(F)cc2)CC1 (stereo not given)	-4	-7	16	-5	14	-1	5	-5	-5	0	2
C=C1CCN([C@@H](Cc2ccccc2)C(=O)NCCC(C)C)S(=O)(=O)c2ccccc21	9	13	5	-10	17	-11	6	3	38	-5	-17
O=C(N/N=C\c1cccc(Cl)c1)c1ccc(Cn2cc(Br)c([N+](=O)[O-])n2)o1	-46	8	-28	-13	-7	2	-1	-4	-7	10	-13
CCn1c2ccccc2c2nnc(SCC(=O)N3CC(C)OC(C)C3)nc21 (stereo not given)	0	-4	3	-17	-9	-16	9	-9	-2	-9	17
COCCN(C(=O)Cn1nnc2ccccc21)C(C(=O)NC1CCCC1)c1cccc(OC)c1OC (stereo not given)	-10	-10	-4	6	3	-1	8	3	-1	16	-2

The list itself, from the start:
SMILES	NOD2-RIPK2 inh	TWEAK-Fn14 inh	NR2F2 inh	NCOA1 inh	SRC2 inh	ABHD5 PLIN5 PPI	LRH-1 inv ag	TLR9-MyD88 block	Granule exo inh	SRC3 inh	TROY NFkB inh
Cc1ccc(-c2c(C(=O)N/N=C/c3cccs3)nnn2-c2nonc2N)cc1	-11	-6	.	7	.	-5	9	-4	7	16	-4
COC(=O)C(Cc1ccccc1)NC(=O)CNC(=O)c1ccc(Br)cc1 (stereo not given)	-6	14	7	-10	-16	3	0	-4	6	-17	-23
O=C(c1ccc(CS(=O)Cc2ccc(Cl)cc2)o1)N1CCN(c2ccc(F)cc2)CC1 (stereo not given)	-4	-7	16	-5	14	-1	5	-5	-5	0	2
C=C1CCN([C@@H](Cc2ccccc2)C(=O)NCCC(C)C)S(=O)(=O)c2ccccc21	9	13	5	-10	17	-11	6	3	38	-5	-17
O=C(N/N=C\c1cccc(Cl)c1)c1ccc(Cn2cc(Br)c([N+](=O)[O-])n2)o1	-46	8	-28	-13	-7	2	-1	-4	-7	10	-13
CCn1c2ccccc2c2nnc(SCC(=O)N3CC(C)OC(C)C3)nc21 (stereo not given)	0	-4	3	-17	-9	-16	9	-9	-2	-9	17
COCCN(C(=O)Cn1nnc2ccccc21)C(C(=O)NC1CCCC1)c1cccc(OC)c1OC (stereo not given)	-10	-10	-4	6	3	-1	8	3	-1	16	-2
CC1=C(c2ccc(C(C)C)cc2)S(=O)(=O)N=C1N1CCN(C(=O)c2ccco2)CC1	-9	-2	-8	20	3	2	4	-3	15	10	5
N/C(=N\N=C\c1ccc(Br)o1)c1nonc1N	6	-23	-21	-94	-46	-1	-123	5	-5	-62	-32
CCC(=O)N1CCC1(C)C(=O)Nc1ccc2c(c1)CCN2C(C)=O (stereo not given)	-15	-6	15	4	-15	-1	5	.	3	5	0
COC(=O)c1cc(Cc2ccc(N)c(C(=O)OC)c2)ccc1N	-2	16	1	-41	10	3	-28	1	-12	2	19
COc1ccc(C)cc1S(=O)(=O)N1CCN(C(=O)c2ncoc2-c2ccccc2F)CC1	-5	19	12	-56	-8	1	12	4	3	7	10
CCn1c2ccccc2c2nnc(NN)nc21	2	-5	14	1	-3	1	2	8	1	8	-8
COc1ccccc1CNC(=O)CNC(=O)[C@@H]1Cc2ccccc2CN1	2	1	-4	10	-6	2	-1	7	-3	5	-11
CC1Cc2ccccc2N1C(=S)NC(=O)C1(C)CC1(Cl)Cl (stereo not given)	1	3	-3	-9	7	-3	10	-1	-1	6	12
O=C(NCC1CCCO1)C1CCN(C2CCN(CCCC3CCCC3)CC2)CC1 (stereo not given)	-3	21	4	18	2	18	3	-1	-3	11	-30
CCN(CC)CC(=O)Nc1cccc2c1C(=O)c1ccccc1C2=O	0	-54	3	-4	-12	2	6	-3	-2	0	-62
O=C(c1ccc([N+](=O)[O-])cc1)n1nc(-c2ccccc2)nc1NCc1ccc(F)cc1	-2	6	-37	-41	-23	-1	-24	-11	0	-27	-9
CN1C(=O)N(C)C(NC(=O)Nc2ccccc2)C1NC(=O)Nc1ccccc1 (stereo not given)	-5	-9	21	-7	-3	-6	3	-9	0	-8	13
O=C(O)/C=C/C(=O)NCC1CCC(CNC(=O)/C=C/C(=O)O)CC1 (stereo not given)	-9	0	-10	-6	-5	4	-2	.	1	12	5
C/C(=N\NC(=O)c1c(Cl)cnn1C)c1ccc(NC(=O)c2ccc(Br)o2)cc1	-12	-16	-16	-81	-48	-2	-106	-1	45	-60	-30
COc1ccc2c(c1)[C@@H]1[C@H](CO2)[C@H](c2ccccc2)[C@]2(C)C(=O)Nc3ccc(C)cc3C(=O)N12	-6	-52	.	8	.	4	4	4	-4	0	14
Cc1ccc(Cl)cc1NC(=O)COC(=O)c1ccc(CN2CCCC2=O)cc1	-11	-3	10	2	-2	3	-9	-2	-10	-6	-11
COc1ccccc1C(=O)N(Cc1ccc(Cl)cc1)C1CCS(=O)(=O)C1 (stereo not given)	-7	-13	0	9	-28	3	6	-4	-2	-1	9
Cc1cc(C(=O)N2CCN(c3ncccn3)CC2)cs1	-5	5	0	-8	2	-1	1	1	1	-17	19
Cc1ccc2oc(=O)n(Cc3ccccc3OC(C)C)c2c1	-15	-11	8	-3	8	-3	-17	-3	27	-4	5
CCN1CCN(c2nc(N)c([N+](=O)[O-])c(Nc3cccc(C)c3)n2)CC1	-5	-61	-9	5	-2	10	-10	2	-6	10	-66
CCC(CC)C(=O)N=C1SC2CS(=O)(=O)CC2N1CCc1ccc(OC)c(OC)c1 (stereo not given)	-5	11	-7	17	1	2	10	5	6	19	8
CC(=O)c1c(N2CCN(Cc3ccccc3)CC2)nc(=S)n(Cc2ccccc2)c1C	7	9	20	13	7	-1	4	9	-4	2	-10
O=C(NCCC1=CCCCC1)C1CCC(CNS(=O)(=O)c2ccccc2)CC1 (stereo not given)	-3	8	18	11	20	-3	-2	-3	-3	25	14
CCc1ccc(NC(=O)C2CCCCC2C(=O)O)cc1 (stereo not given)	-15	14	-11	9	-4	-2	10	-10	-1	14	-9
COc1ccccc1CN(C)C(=O)c1cc(C)nc2ccccc12	-11	8	8	1	10	0	-6	8	0	-2	13
COc1ccc(CNC(=O)[C@H](Cc2ccccc2)NC(=O)C2CCN(C(=O)[C@H](C)N)CC2)cc1	1	-2	-4	-1	7	10	5	2	1	35	-2
Cc1cccc(CN2CCN(C(=O)CCl)CC2)c1	0	42	8	4	42	3	17	0	4	39	12
O=C(Cn1c(=O)n(Cc2ccco2)c(=O)c2ccccc21)Nc1cccc(Cl)c1	-12	15	-4	17	-31	42*	1	11	1	7	-12
COC(=O)CCN(C(C)=O)c1ccc(N)cc1	0	-68	8	-16	5	-2	-2	-11	-1	10	7
CCOc1cccc(C(=O)Nc2cc(C)ccc2NC(=O)c2ccco2)c1	-6	-3	13	12	13	-4	22	3	-8	15	-4
COC(=O)c1ccc(COC(=O)CNC(=O)c2cccs2)cc1	-8	-1	-8	2	-9	11	9	7	-6	16	8
CN1CCC(N(C)S(=O)(=O)c2ccc(NC(=O)c3ccc(S(=O)(=O)N(C)C)cc3)cc2)CC1	-14	15	0	-5	-48	4	-8	-14	1	-1	-8
NC(c1csc(NC(=O)Nc2cccc(Cl)c2)n1)C1CCCCC1 (stereo not given)	-3	-4	-2	15	17	-4	12	.	31	-13	1
O=C(Nc1ccc(OC(F)F)cc1)c1ncc(Cl)c(Cl)c1Cl	-5	-3	3	9	-9	0	23	-1	1	6	-17
CC(=O)c1ccc(NS(=O)(=O)c2cc(-c3cnc(C4CC4)o3)ccc2C)cc1	-4	-16	8	7	-12	-1	-4	-2	2	-8	1
O=C(OCC(=O)N(CCc1ccccc1)Cc1ccccc1)c1ccccc1[N+](=O)[O-]	11	-18	-12	-11	4	-1	0	2	-1	4	-18
O=C(C1CCCN(S(=O)(=O)c2cc(Cl)ccc2Cl)C1)N1CCCCCC1 (stereo not given)	16	-5	22	-5	8	-3	15	8	-3	7	-26
CCn1c(SCC(=O)O)nnc1-c1cccnc1	4	8	-7	-7	22	-1	7	-2	2	10	17
CC1=NN2C(=N)/C(=C\c3cc(C)n(-c4ccccc4)c3C)C(=O)N=C2S1	9	-36	3	-16	26	5	-9	10	-1	5	-9
CC(C)(C)c1ccc(OCC(=O)NNC(=O)CCc2ccccc2)cc1	-10	0	3	-15	3	-13	3	-6	0	-47	7
CC(NC(=O)Nc1nccs1)(C(F)(F)F)C(F)(F)F	2	10	-7	-5	-8	0	8	6	-5	-8	-1
CCN(c1ccc(OC)cc1)S(=O)(=O)c1ccc2c(c1)NC(=O)CS2	-5	-4	-27	12	-7	12	14	0	-1	-2	-29
COc1cccc(CNC(=O)C2CCN(S(=O)(=O)N3CC(C)CC(C)C3)CC2)c1 (stereo not given)	3	-12	4	-10	13	-4	-5	-2	-2	10	11
CCc1nnc(SCC(=O)N2CCc3ccccc32)n1CC	0	-12	-7	8	-5	-6	-7	0	-2	13	15
O=c1/c(=C/c2ccccn2)sc2n1CN(c1ccccc1)CN=2	-3	7	20	-1	-13	2	-1	4	0	10	-2
CCOC(=O)C1CCCCN1Cc1ccc(OC)c(OC)c1OC (stereo not given)	5	-2	-9	3	-2	-5	12	1	0	5	3

An excerpt; rates above refer to the full screens.
